From PubChem BioAssay
GLP1R inv ag: inverse agonists of human GLP-1 receptor | P43220 | HEK293 GLP-1R CRE-luciferase, luminescence, 24 h; GLP-1R form is constitutively active | Potency, µM (titrated, usually from 38.3 µM), for the others: at the top dose activity change, negative = inhibition, most hits filed as inhibitors | 410,000 compounds, 1.6% hits; also: potency is read from the fitted curve at half-maximal effect; % is scaled to controls: 0 for no effect and ±100 for the full control effect; nearly all actives have a fitted effect of over 55% in size
Target sequence (P43220 whole entry, looked up): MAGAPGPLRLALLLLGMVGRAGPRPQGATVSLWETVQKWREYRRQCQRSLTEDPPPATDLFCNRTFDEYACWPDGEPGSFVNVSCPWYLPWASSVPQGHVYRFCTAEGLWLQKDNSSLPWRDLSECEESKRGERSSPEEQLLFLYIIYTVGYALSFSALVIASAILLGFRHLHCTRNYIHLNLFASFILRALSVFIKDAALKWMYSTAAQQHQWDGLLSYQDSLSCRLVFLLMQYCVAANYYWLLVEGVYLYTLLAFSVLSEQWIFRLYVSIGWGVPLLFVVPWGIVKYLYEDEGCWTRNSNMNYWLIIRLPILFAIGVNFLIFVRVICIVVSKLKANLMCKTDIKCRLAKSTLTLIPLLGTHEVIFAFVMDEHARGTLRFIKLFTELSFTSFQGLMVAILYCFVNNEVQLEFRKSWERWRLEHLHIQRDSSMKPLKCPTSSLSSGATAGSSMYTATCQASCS
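Cells are plated, allowed 12 hours at 37 deg C, then treated with compounds for 24 hr before luciferase detection reagent is added and luminescence is read after 12 min at room temperature. The HEK293 line carries constitutively active GLP-1R with a cAMP-responsive reporter.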
D3 antag: antagonists of human D3 dopamine receptor | P35462 | D3R cells, DiscoveRx beta-arrestin luminescence, antagonist mode; hits give low values | max response, negative = inhibition, % | 360,000 compounds, 2.5% hits | AID 652054; in the data active = max response below about -50%; inconclusive = no clear call, values can overlap the other calls; also: % is scaled to controls: 0 for no effect and ±100 for the full control effect; mostly tested at two doses, the higher about 12 µM
Target sequence (P35462 whole entry, looked up): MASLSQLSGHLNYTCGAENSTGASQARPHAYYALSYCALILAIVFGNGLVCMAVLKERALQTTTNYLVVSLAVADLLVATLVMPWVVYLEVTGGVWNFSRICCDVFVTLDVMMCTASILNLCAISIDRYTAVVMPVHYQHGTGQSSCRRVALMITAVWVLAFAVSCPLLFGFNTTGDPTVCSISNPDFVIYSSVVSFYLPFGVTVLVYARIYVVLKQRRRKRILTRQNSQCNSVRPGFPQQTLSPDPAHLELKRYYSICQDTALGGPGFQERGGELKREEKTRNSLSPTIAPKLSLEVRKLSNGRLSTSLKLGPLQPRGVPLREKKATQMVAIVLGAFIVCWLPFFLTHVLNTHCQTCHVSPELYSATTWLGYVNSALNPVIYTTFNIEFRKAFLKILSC
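Cells plated overnight at 1500 cells/well, then exposed to library compounds with dopamine controls for 90 minutes at 37 degrees C. DiscoveRx reagent added for 30–60 minutes at room temperature; luminescence read, quantitative HTS format.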
GLP-1R agonist: agonists of human GLP-1 receptor; P43220; HEK293 GLP-1R CRE-luciferase, luminescence, 4-6 h; cells express a hypersensitive GLP-1R form; Potency, µM (titrated, usually from 45.6 µM), inactives show at the highest dose activation, hits mostly activators; 380,000 compounds, 0.007% hits; AID 624172; also: potency is read from the fitted curve at half-maximal effect; % of control where 0% means no effect
TDP-43 yeast inh: TDP-43 toxicity inhibition in yeast; 410,000 compounds, 1.8% hits; Potency, µM (titrated, usually from 46.1 µM), for the others: top-dose growth rescue (activation), most hits filed as activators; TDP-43 expressing yeast growth rescue, BacTiter-Glo, 24 h; AID 652104; also: potency is read from the fitted curve at half-maximal effect; % of control where 0% means no effect; nearly all actives have a fitted effect of over 50% in size
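Galactose-induced TDP-43 yeast, OD600=0.02, compound pinned; 24 hr, 30 deg C; BacTiter-Glo luminescence for growth. Inhibitors of TDP-43 toxicity read as activators.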
FUS suppressor: FUS proteinopathy suppression in yeast. S. cerevisiae FUS-expressing, growth rescue, OD600, 24 h. Potency, µM (highest dose often 76.6 µM), for inactives: at the top dose growth rescue (activation), actives largely listed as activators. 390,000 compounds, 0.24% hits. AID 1347120;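 also: potency is read from the fitted curve at half-maximal effect; plate controls were DMSO vehicle for no effect and reference control for full effect; nearly all actives have a fitted effect of over 55% in size; some results filed as inactive show a strong effect at the top dose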
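Cultures pregrown in 2.5% raffinose medium are shifted to minimal medium containing 2% galactose to express toxic FUS. Compounds are tested at several concentrations. After 24hr at 30C, growth is quantified at 600 nm absorbance.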
aSyn yeast inh: inhibitors of alpha-synuclein toxicity in yeast; AID 652106; Yeast expressing alpha-synuclein, growth rescue, BacTiter-Glo, 24 h; Potency, µM (titrated, usually from 46.1 µM), for inactives: top-dose growth rescue (activation), actives largely listed as activators; 370,000 compounds, 0.14% hits; also: potency is read from the fitted curve at half-maximal effect; % of control where 0% means no effect; nearly all actives have a fitted effect of over 65% in size
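Readout is rescue of growth in alpha-synuclein-expressing yeast, so inhibitors of toxicity appear as activators. Growth after 24 hr at 30 deg C in galactose medium is quantified by luminescence.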
PTHR1 agonist: agonists of human PTHR1 parathyroid hormone receptor. Q03431. HEK293 GP2 PTHR1 cells, GloSensor cAMP luminescence, 1 h. Potency, µM (series often up to 115 µM), without a hit: at the top dose activation, actives largely listed as activators. 410,000 compounds, 0.075% hits. AID 743266; also: potency is read from the fitted curve at half-maximal effect; nearly all actives have a fitted effect of over 55% in size; some results filed as inactive show a strong effect at the top dose; inactives centre near -15; many of its hits are not listed in these tables
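HEK-293-derived GP2 cells expressing PTHR1 and a GloSensor cAMP reporter, 3,000/well, plated overnight, given luciferin plus IBMX (each 0.5 mM as added) for 1 h at 37 °C, then compound for 1 h at 37 °C. Luminescence was read after 15 min at room temperature.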
pAkt inh: Akt phosphorylation inhibition; AID 651550; activity change, % for hits at 50 µM; Neuro2A IGF-stimulated pAkt S473 HTRF, 20 min; hits give low values; 360,000 compounds, 0.32% hits; in the data active = activity change below about -80%; inconclusive = mostly about -51% to -80%; also: % is scaled to controls: 0 for no effect and ±100 for the full control effect
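Neuro2A cells (4,500/well, DMEM with 0.5% FBS) were treated with compound at a single 50 µM final concentration, stimulated with 6 nM IGF for 20 min at 37 °C, and lysed. Phospho-Akt Ser473 was read by HTRF as 665/615 ratio ×10^4.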
Abeta yeast res: compounds reversing amyloid beta toxicity in yeast; AID 1347071; Potency, µM (doses to about 46.1 µM), without a hit: top-dose growth rescue, hits mostly activators; yeast expressing A-beta42, growth rescue, OD600, 48 h; response scale: 0% DMSO, 100% iron-clioquinol control; 410,000 compounds, 0.063% hits; also: potency is read from the fitted curve at half-maximal effect; nearly all actives have a fitted effect of over 55% in size
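Yeast growth medium received pinned compounds, then yeast cells expressing toxic A-beta were added; plates incubated at 30 C for 48 hr. Growth read as absorbance at 600 nm, normalized to DMSO and equimolar FeCl3 plus clioquinol controls.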
Active calls of the source: *; i = inactive; ? = inconclusive; . = not tested or not shown; [ ] = dose if it differs, or a comment. Unless noted, calls follow the shape of the dose curve; as a rule, active = well fitted curve in the direction sought with a large enough effect; inconclusive = small, poorly fitted or top-dose-only effect, or another doubt; inactive = no such curve, though single readings can be large; an effect the other way counts as inactive or inconclusive. This is a subset; count on the stated rates, not on these rows.

SMILES	GLP1R inv ag	D3 antag	GLP-1R agonist	TDP-43 yeast inh	FUS suppressor	aSyn yeast inh	PTHR1 agonist	pAkt inh	Abeta yeast res
COc1cccc(/C=C/c2ccc3cccc(O)c3n2)c1	?	-56.0*	15.0%	?	30.1%	17.8µM*	-19.2%	i	?
CCc1ccc(S(=O)(=O)Nc2ccc(C)c(NS(C)(=O)=O)c2)cc1	-22.4%	18.2	-1.6%	15.8%	5.8%	0.6%	-22.7%	i	1.2%
O=C(CSc1nc2c(sc3ccccc32)c(=O)n1CCO)NCC1CCCO1 (stereo unspecified)	5.9%	1.8	4.8%	0.3%	15.0%	3.5%	-3.9%[57.5 µM]	i	13.4%
CC(N)C12CC3CC(CC(O)(C3)C1)C2 (stereo unspecified)	6.3%	8.8	-0.5%	-15.6%	-21.4%	-4.8%	-5.3%[57.5 µM]	i	7.7%
N#Cc1c(SCC(=O)OCc2ccccc2)nsc1SCC(=O)OCc1ccccc1	5.8%	-2.0	-12.1%	-0.8%	-4.3%	15.0%	i	i	18.9%
CCC1CCCCN1CCCNC(=O)c1nn(C)c2c1CS(=O)(=O)c1ccccc1-2 (stereo unspecified)	6.6%	8.5	-2.7%	7.8%	2.9%	1.1%	i	i	6.8%
O=C(c1cccc(-c2ccc(O)cc2)c1)N1CCOCC1	16.6%	5.2	6.3%	1.7%	5.7%	-8.8%	-12.6%	i	3.5%
N#Cc1cnn2c(C(F)(F)F)c3c(nc12)CCCC3	35.2%[activator]	7.7	6.7%	13.5%	-28.3%	-14.1%	-34.3%[inhibitor]	i	-1.4%
CS(=O)(=O)N(CCc1ccccc1)CC(=O)NCc1cccnc1	-13.6%	-15.4	-2.0%	-7.6%	-27.9%	1.3%	-14.9%	-108.1%*	8.2%[9.22 µM]
CCOc1ccc(CNC(=O)C(CC)n2nc(C)n3c(cc4occc43)c2=O)cc1OC (stereo unspecified)	15.2%	5.4	-0.1%	13.9%	15.6%	-0.2%	i	i	4.5%
COc1ccc(NC(=O)COC(=O)Cc2ccc(Br)cc2)cc1	7.0%	5.3	15.3%	0.0%	5.2%	3.3%	i	i	-7.2%
O=C(Oc1ccc(Br)cc1C(=S)N1CCOCC1)c1cccc([N+](=O)[O-])c1	-12.9%	-14.1	-0.2%	11.0%	23.9%	10.0%	-17.0%	i	-43.8%[inhibitor]
CCOC(=O)c1nnn(-c2nonc2N)c1CN1CCCCCC1	5.2%	10.5	-1.5%	18.7%	16.1%	-6.3%	-3.6%[57.5 µM]	i	29.3%
COC(=O)C1CCN(C(=O)C2CCN(C(=O)[C@H](C)NS(=O)(=O)c3ccc(C)cc3)CC2)CC1	-7.9%	-23.7	9.2%	-16.0%	-5.8%	0.9%	26.7%	i	-28.0%
O=C(Nc1ccc(NC(=O)c2cccnc2)cc1)c1ccccc1	7.2%	-1.1	10.9%	-11.0%	-27.5%	-6.1%	i	i	-15.6%
CCc1nn(CC(=O)NCCN(CC)CC)c(=O)c2cc3occc3n12	5.3%	.	.	-9.7%	2.6%	.	i	.	-23.6%
Cc1ccc(NC(=O)CSc2nc(-c3ccc(C(C)(C)C)cc3)nc3cc(=O)[nH]n23)cc1C	?	.	.	-22.3%	2.3%	.	-10.1%	.	-23.3%
COc1ccc(CCNc2ccc(C(CC(N)=O)NC(=O)c3ccc(Br)cc3)cc2[N+](=O)[O-])cc1 (stereo unspecified)	12.7%	-67.9*	5.6%	-6.3%	-20.1%	-0.5%	i	i	-7.2%
CC(C)CSc1nc2c(c(=O)[nH]c(=O)n2C)n1CC(O)COc1cccc2ccccc12 (stereo unspecified)	0.0%	35.5	5.5%	-8.7%	.	-30.2%[inhibitor]	-3.4%	i	3.0%
COc1ccc(N(CC(O)CN2CCOCC2)S(=O)(=O)c2ccc(C)cc2)cc1 (stereo unspecified)	4.9%	9.3	15.2%	-12.1%	-16.0%	-8.6%	i	i	4.1%
CSc1ccc(CCNC(=O)c2cc3n(n2)CCCN(Cc2ccc(C)cc2)C3=O)cc1	6.0%	.	.	0.0%	29.7%	.	-27.1%	.	-0.8%
CN1C(=O)c2ccccc2Sc2ccc(NC(=O)Cc3c(F)cccc3Cl)cc21	?	.	.	9.4%	24.7%	.	-8.9%	.	-3.4%
COc1cc(/C=N/N(C)C)cc(Br)c1O	-7.7%	-19.5	2.2%	-16.4%	8.7%	-9.4%	i	i	-9.4%
COc1ccc(NC(=O)c2ccc(-c3cccc(Cl)c3C)o2)cc1	?	.	.	15.7%	3.5%	.	i	.	-11.0%
O=C(NC1CS(=O)(=O)CC1NCc1ccco1)c1ccccc1 (stereo unspecified)	8.7%	27.4	-11.1%	2.5%	9.5%	1.1%	-3.3%[57.5 µM]	i	-14.8%
Next section:
SMILES	GLP1R inv ag	D3 antag	GLP-1R agonist	TDP-43 yeast inh	FUS suppressor	aSyn yeast inh	PTHR1 agonist	pAkt inh	Abeta yeast res
CC(C)(C)c1nc(SCC(=O)NC2CCCC2)c2ccccc2n1	-66.3%	-16.8	9.7%	-40.6%[inhibitor]	-10.6%	-6.7%	-48.7%[inhibitor]	i	-11.2%
CC1=NN(c2ccccc2)C(=O)C1=C(C)C	1.4%	5.0	-6.9%	-7.3%	-1.6%	-2.5%	i	i	-10.3%
CC(C)(C)C(=O)Nc1ccnn1C1CCN(C(=O)c2ccc(Cl)cc2F)CC1	-4.3%	-19.7	1.6%	1.1%	.	-2.5%	-28.3%	i	-12.0%
CC(C)OC(=O)CSc1nc(N)c(C#N)c(-c2cccs2)c1C#N	-9.8%	11.5	5.2%	10.4%	32.7%	-0.7%	-27.6%[57.5 µM]	i	0.1%
N#Cc1cn(CC(=O)NCCc2c[nH]c3ccccc23)c2ccccc12	?	0.7	-8.8%	5.7%	3.8%	4.9%	-31.1%[inhibitor]	i	?
COc1cccc(CNC(=O)CCNC(=O)C2CCN(S(=O)(=O)c3ccc(F)cc3)CC2)c1	17.9%	-9.5	-6.3%	12.9%	0.6%	8.2%	i	i	-9.5%
CCc1nc(-c2ccc(OC)c(OC)c2)cc2cc(OC)c(OC)cc12	59.4%[activator]	53.1	9.1%	?	3.2%	-0.6%	i	i	-0.9%
O=C(NC1CCCc2ccccc21)C1CCC(CNc2c(N3CCOCC3)c(=O)c2=O)CC1 (stereo unspecified)	3.9%	?	1.4%	22.3%	-22.7%	0.6%	-4.0%	i	-5.5%
CC(=NCCN1CCN(C(C)=C2C(=O)c3ccccc3C2=O)CC1)C1=C(O)CC(C)(C)CC1=O	-7.9%	-1.7	-1.7%	-5.1%	.	-0.6%	i	i	-0.7%
COc1cc(NC(=O)c2cccs2)c(C(=O)OCC(=O)NC(=O)NCc2ccccc2)cc1OC	17.6%	7.2	-3.5%	13.7%	-4.9%	5.6%	-4.9%[57.5 µM]	.	-3.0%
CCCS(=O)(=O)NC(=O)C1(C)CCN(C(=O)c2ccc3ccccc3c2)C1 (stereo unspecified)	27.0%	-11.3	-8.4%	5.2%	-13.1%	-5.3%	-22.8%	i	-15.8%
COc1ccc2c(CN(C)Cc3ccccc3)cc(=O)oc2c1	5.3%	10.6	?	28.8%	-5.0%	1.6%	-41.9%[inhibitor]	i	17.6%
Cc1cc(-c2ccccc2)nc2cc(C(=O)Nc3cc(C(F)(F)F)ccc3Cl)nn12	5.5%	.	.	7.5%	1.3%	.	-15.5%	.	-1.4%
Cc1onc(-c2ccccc2)c1C(=O)NNC(=O)c1ccccc1	0.7%	-4.1	-0.8%	10.0%	9.1%	4.6%	i	i	-14.9%
COc1ccc(CCNC(=O)COC(=O)c2ccc(C)s2)cc1OC	13.9%	6.1	6.1%	16.9%	-6.7%	-0.3%	-17.6%	i	-2.2%
COc1ccc(CNC(=S)Nc2cccc(F)c2)cc1	?	5.4	-3.1%	27.2%	9.9%	-3.4%	i	i	?
Cc1cc(C(=O)NN=C2CCCCCCC2)c2ccccc2n1	-40.3%	4.5	1.9%	8.5%	-11.1%	1.4%	i	i	5.2%
O=C1CC(c2ccccc2)CC(O)=C1C=NCc1ccc(Cl)cc1 (stereo unspecified)	-9.7%	?	4.0%	-19.4%	-29.7%	0.0%	-2.1%[57.5 µM]	i	16.9%
O=C(NC1C2CC3CC(C2)CC1C3)C1CC1 (stereo unspecified)	-22.6%	21.2	4.8%	0.0%	14.7%	7.7%	i	i	21.4%

Of the compounds above, four have bromine:
SMILES	GLP1R inv ag	D3 antag	GLP-1R agonist	TDP-43 yeast inh	FUS suppressor	aSyn yeast inh	PTHR1 agonist	pAkt inh	Abeta yeast res
COc1ccc(NC(=O)COC(=O)Cc2ccc(Br)cc2)cc1	7.0%	5.3	15.3%	0.0%	5.2%	3.3%	i	i	-7.2%
O=C(Oc1ccc(Br)cc1C(=S)N1CCOCC1)c1cccc([N+](=O)[O-])c1	-12.9%	-14.1	-0.2%	11.0%	23.9%	10.0%	-17.0%	i	-43.8%[inhibitor]
COc1ccc(CCNc2ccc(C(CC(N)=O)NC(=O)c3ccc(Br)cc3)cc2[N+](=O)[O-])cc1 (stereo unspecified)	12.7%	-67.9*	5.6%	-6.3%	-20.1%	-0.5%	i	i	-7.2%
COc1cc(/C=N/N(C)C)cc(Br)c1O	-7.7%	-19.5	2.2%	-16.4%	8.7%	-9.4%	i	i	-9.4%
